Screening data (PubChem BioAssay)
HIV peptide binding: inhibitors of HIV fusion peptide binding, primary screen, biochemical, uHTS, fluorescence dequenching (AID 1986); 290,000 compounds, 0.3% hits; inhibition, % at 20 µM; hits with a dose series show IC50 in µM; cell-free peptide binding, fluorescence dequenching, 30 min; higher % means a stronger effect; in the data active = inhibition mostly above about 52%, no sharp cut-off; inactive = mostly below about 76%; also: some results filed as inactive read as strong as hits
SIAH1 antagonists: blockers of Siah-1 interaction with plectin peptide – biochemical, fluorescence polarization, rhodamine-plectin, uHTS, primary screen (AID 1817). Siah-1 / rhodamine-plectin peptide fluorescence polarization; higher % means a stronger effect. displacement, % at 20 µM, or IC50 in µM where a hit was titrated. 290,000 compounds, 0.02% hits;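 active = displacement of at least 50% at 20 µM, with a fluorescence ratio check between 0.3 and a set limit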;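 also: plate controls were Siah plus tracer with DMSO for no effect and tracer alone without Siah for full effect; strong numbers were not always called active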
NS5 inhibitors: Dengue-2 NS5 methyltransferase inhibitors, primary screen, biochemical, confirmation dose response (AID 588689). 340,000 compounds, 0.3% hits. Dengue-2 NS5 methyltransferase capping enzyme assay, biochemical; higher % means a stronger effect. inhibition, % at 25 µM; hits with a dose series show IC50 in µM; in the data active = a potency from the dose series; inconclusive = inhibition above about 29% without an active follow-up result
GPR55 LPI antagonism: inhibition of LPI-stimulated GPR55 beta-arrestin translocation – imaging, U2OS, beta-arrestin-GFP, LPI agonist, primary screen (AID 2013); 290,000 compounds, 0.13% hits; one-dose inhibition, % at 10 µM; IC50 in µM for titrated hits; U2OS GPR55 beta-arrestin-GFP translocation imaging, LPI antagonism; higher % means a stronger effect;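 active = spots per cell inhibited over 60%, with over 100 cells counted and total cytoplasm intensity under 500,000; inconclusive = wells with under 100 cells, flagged as likely toxic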;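 also: U2OS cells stably carrying GPR55 and arrestin-GFP stimulated by 5 µM LPI near EC80; imaged beta-arrestin-GFP aggregate spots per cell after agonist stimulation; plate controls were LPI-stimulated DMSO wells for no effect and DMSO wells without LPI for full effect; some results filed as inactive read as strong as hits; confirmed hits need IC50 under 10 µM and bright autofluorescent wells are also inconclusive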
GPR55 beta-arrestin: GPR55 agonists via beta-arrestin recruitment, primary screen, imaging, U2OS cells, beta-arrestin-GFP redistribution (AID 1961). activation, % at 10 µM, or EC50 in µM where a hit was titrated. U2OS GPR55 beta-arrestin-GFP redistribution imaging; higher % means a stronger effect. 290,000 compounds, 0.048% hits;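 active = activation above 40% with more than 50 cells counted in the well; inconclusive = wells holding fewer than 50 cells, flagged as toxic or sparse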;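 also: U2OS osteosarcoma cells stably expressing GPR55 and beta-arrestin-GFP; plate controls were DMSO negative control for no effect and LPI positive control for full effect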
NTR1 agonist: agonists of NTR1, primary screen, imaging, U2OS cells, beta-arrestin-GFP, high content (AID 493036); P30989; NTR1-U2OS beta-arrestin-GFP spot imaging, agonist mode; activation, % at 20 µM; 330,000 compounds, 0.17% hits;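 active = activation at or above 40% of the spot to cytoplasm intensity ratio, with at least 20 cells analyzed; inconclusive = wells under 20 cells, flagged as cytotoxic or low count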;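 also: 0% = DMSO without peptide and 100% = 100 nM NTR1 peptide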
Target sequence (P30989 whole entry, looked up): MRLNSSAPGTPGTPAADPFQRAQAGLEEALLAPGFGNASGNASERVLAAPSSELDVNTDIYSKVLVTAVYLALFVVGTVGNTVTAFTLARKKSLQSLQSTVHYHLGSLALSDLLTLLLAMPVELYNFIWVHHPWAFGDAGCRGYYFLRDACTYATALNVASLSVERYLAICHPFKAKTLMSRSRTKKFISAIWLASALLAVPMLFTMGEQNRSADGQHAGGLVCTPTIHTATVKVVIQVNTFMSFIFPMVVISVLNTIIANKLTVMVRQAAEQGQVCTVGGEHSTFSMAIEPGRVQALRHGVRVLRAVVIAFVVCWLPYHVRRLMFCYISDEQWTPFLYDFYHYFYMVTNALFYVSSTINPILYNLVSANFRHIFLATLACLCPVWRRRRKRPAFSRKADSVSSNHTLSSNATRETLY
AID2073: inhibitors of Mint1-CaV2.2 protein interaction, biochemical, HTRF (AID 2073) | HTRF protein-protein interaction, Mint1-CaV2.2; higher % means a stronger effect | one-dose inhibition, % at 20 µM; IC50 in µM for titrated hits | 290,000 compounds, 0.19% hits; in the data active = inhibition mostly above about 51%, no sharp cut-off; inconclusive = no clear call, values can overlap the other calls; inactive = mostly below about 53%; also: some results filed as inactive read as strong as hits
UTI89 phage lysis: protection from phage-mediated lysis, alamar blue read-out – E. coli UTI89, K1F phage, bacterial capsule biogenesis inhibitors (AID 488966) | E. coli UTI89 K1F phage lysis, alamar blue, 2 h; higher % means a stronger effect | 340,000 compounds, 0.02% hits | inhibition, % at 100 µM, or IC50 in µM where a hit was titrated;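 active = phage lysis inhibition, versus mean bacterial control, above a set limit; inconclusive = no clear call, values can overlap the other calls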;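 also: capsule biogenesis inhibitors block K1F phage lysis so surviving cells raise fluorescence; higher fluorescence means more inhibition of phage lysis; actives were called in the ten point dose series up to 300 µM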
GPR35 antagonists: GPR35 antagonists blocking zaprinast-driven arrestin recruitment, primary screen, imaging, U2OS, beta-arrestin-GFP, zaprinast agonist (AID 2058); 290,000 compounds, 0.052% hits; inhibition, % at 10 µM; hits with a dose series show IC50 in µM; U2OS GPR35 beta-arrestin-GFP translocation imaging, zaprinast antagonism; higher % means a stronger effect;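 active = inhibition of at least 50% with at least 30 cells and total cytoplasm GFP at most 10,000,000; inconclusive = under 30 cells or total GFP of 10,000,000 plus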
NTR1 agonist cell count 20 µM: further read-out of NTR1 agonist, marked with its call; cell count; measured here: cell count, cytotoxicity flag
NS5 inhibitors pilot replicate: second read-out of NS5 inhibitors, no call of its own (marks repeat the call); inhibition, %; measured here: pilot screen replicate inhibition
An asterisk follows results filed as active; i = inactive; ? = inconclusive; . = not tested or not shown; [ ] = dose if it differs, or a comment.

SMILES	HIV peptide binding	SIAH1 antagonists	NS5 inhibitors	GPR55 LPI antagonism	GPR55 beta-arrestin	NTR1 agonist	NTR1 agonist cell count 20 µM	AID2073	UTI89 phage lysis	GPR35 antagonists	others
Cc1ncc([N+](=O)[O-])n1CC(=O)Nc1cc(Cl)ccc1Cl	-0.4%	2%	-5%	6%	-0.1%	0.5	88	2%	0.1%	-3%
Cc1ccc(S(=O)(=O)NCc2cn3c(C)csc3n2)cc1	0.7%	2%	6%	9%	-0.1%	0.1	35	-4%	-0.6%	12%
Cc1ccc(NC(=O)CCCCCN2C(=O)[C@@H]3Cc4ccccc4CN3C2=O)c(C)c1	0.9%	1%	2%	16%	0.3%	-0.6	55	-6%	0.3%	-6%
CN(CC(=O)Nc1cccc(F)c1)C(=O)c1cccc(S(=O)(=O)N2CCN(c3ccccc3)CC2)c1	1.1%	-2%	-7%	-7%	-0.1%	-0.1	82	-3%	0.7%[50 µM]	-26%
CC(C)NC(=O)COC(=O)c1ccccc1Oc1ccccc1	0.0%	1%	-2%	-3%	0.3%	2.2	60	33%	0.8%	4%
O=[N+]([O-])c1ccc(Sc2ccccc2)nc1	1.2%	-4%	-3%	4%	0.0%	0.2	55	-4%	1.0%[50 µM]	-6%
O=C(O)c1ccccc1C(=O)NCC(O)COCC1CC=CCC1 (configuration not stated)	1.8%	1%	-3%	2%	-0.2%	0.1	32	-8%	0.7%	6%
Cc1cc(C)nc(/N=C2\NC(=O)CC3C(=O)NCCN23)n1 (configuration not stated)	-1.4%	2%	4%	-11%	0.3%	-0.9	91	-5%	0.3%	10%
CC(=O)Oc1ccc(N(C(C)=O)S(=O)(=O)c2ccc(Cl)cc2)c2ccccc12	-1.0%	0%	.	-4%	-0.1%	1.2	54	49%	-0.5%	8%
COc1cc(NS(=O)(=O)c2ccc3[nH]c(=O)oc3c2)cc(OC)c1	1.2%	19%	.	5%	-0.4%	-0.6	90	-7%	.	-9%
CC(OC(=O)CCc1nc2ccccc2[nH]c1=O)C(=O)c1ccccc1 (configuration not stated)	0.6%	3%	-3%	-2%	1.3%	-5.4	85	-8%	0.1%	-3%
CC(=O)c1ccc(OCCCCCCCOc2ccc(C(C)=O)cc2)cc1	-0.1%	-4%	-6%	-8%	0.2%	1.0	49	13%	0.1%	-4%	NS5 inhibitors pilot replicate=-7.6
O=C(/C=C/c1ccccc1Cl)Nn1cnc2ccccc2c1=O	-0.8%	4%	-5%	2%	-0.3%	-1.5	82	2%	0.3%	-13%
CCOc1ccc(/C=N/NC(=O)c2nnn(-c3nonc3N)c2-c2cccs2)cc1	2.2%	-6%	3%	-7%	-0.1%	8.1	70	?	0.3%	-14%
Cc1ccc(C(NC(=O)N2CCCC2)C(Cl)(Cl)Cl)cc1F (configuration not stated)	0.9%	-4%	-5%	10%	0.2%	0.0	87	0%	0.3%	-3%
CCn1c(SCC(=O)N2CCCCC2)nnc1-c1ccc(S(=O)(=O)N2CCN(C)CC2)cc1	-2.2%	-3%	-1%	6%	-0.1%	2.6	74	7%	9.2%	-9%
O=C(CCN1C(=O)c2ccncc2C1=O)Nc1ccc2c(c1)OCCO2	-0.8%	4%	-1%	9%	0.2%	-0.1	81	-2%	i	-18%
O=C(CSC1=NCCS1)N1CCCCCC1	3.0%	-1%	-3%	3%	-0.2%	-0.6	43	-4%	0.5%	-8%
O=C(NCCO)/C(=C/c1ccc2c(c1)OCO2)NC(=O)c1ccc(Br)cc1	-0.6%	0%	-8%	-3%	-0.1%	0.1	35	-8%	-0.2%	11%
CN(c1ccccc1C(=O)Nc1ccc(S(=O)(=O)N2CCOCC2)cc1)S(C)(=O)=O	-1.0%	9%	2%	4%	-0.4%	-0.6	62	2%	3.4%	-11%
Cc1cccc(N(CC(=O)O)CC(=O)O)c1	3.2%	4%	1%	7%	-0.4%	2.9	45	24%	1.9%[50 µM]	-1%
CC(=O)c1ccc(NC(=O)Cn2cnc(S(=O)(=O)N3CCOCC3)c2)cc1	-0.4%	1%	2%	1%	0.2%	-1.1	39	3%	3.0%	-8%
Cc1ccc(-n2ncc3c(Nc4c(C)n(C)n(-c5ccccc5)c4=O)ncnc32)c(C)c1	-1.3%	-2%	-1%	3%	0.2%	0.2	53	-2%	0.1%	-3%
Cc1[nH]n2c(=O)c3c(nc2c1-c1cccc2ccccc12)CCC3	-0.2%	3%	-7%	2%	8.5µM*	-1.1	89	26%	-1.5%	8%
O=C(NCC1CCCCC1)c1ccccc1[N+](=O)[O-]	2.7%	-1%	.	14%	0.2%	1.6	54	7%	0.6%	1%
(further entries)
SMILES	HIV peptide binding	SIAH1 antagonists	NS5 inhibitors	GPR55 LPI antagonism	GPR55 beta-arrestin	NTR1 agonist	NTR1 agonist cell count 20 µM	AID2073	UTI89 phage lysis	GPR35 antagonists	others
CCC(C)NC(=O)CS(=O)(=O)Cc1nc(-c2cccc(OC)c2)oc1C (configuration not stated)	1.6%	13%	-3%	3%	-0.3%	5.8	44	1%	3.8%	-19%
COc1ccc(NC(=O)Nc2nnc(N3CCC(C)CC3)s2)cc1OC	1.7%	-3%	-4%	3%	-0.2%	-1.9	70	-3%	-1.0%	5%
COC(=O)CCC(=O)Nc1cccc(Br)c1	-0.2%	-4%	-6%	0%	-0.2%	-0.9	43	-9%	0.0%	24%
O=C(COC(=O)C1COc2ccccc2O1)NC(=O)Nc1ccc2c(c1)OCCO2 (configuration not stated)	-1.1%	-5%	-1%	2%	0.7%	-0.9	47	-5%	-0.1%	13%
CCOC(=O)Cn1cnc2c(cnn2-c2ccc(Cl)cc2)c1=O	-1.4%	-1%	13%	-1%	0.0%	1.6	40	4%	1.1%	1%
Cc1cc(C)c2cc(CN(CCO)Cc3nnnn3Cc3ccccc3)c(=O)[nH]c2c1	65%	5%	-3%	2%	-0.1%	-0.4	29	-10%	0.0%	-1%
CC(C)C1=CC(=Nc2ccc(S(N)(=O)=O)cc2)C=C(C(C)C)C1=O	-2.6%	1%	4%	-3%	-0.2%	4.0	72	-5%	-0.6%	-6%
Cc1ccc(-c2nnn(CC(=O)N(CC3CCCO3)C(C(=O)NC3CCCC3)c3ccc(O)cc3)n2)o1 (configuration not stated)	-1.4%	1%	-3%	21%	-0.2%	-1.3	57	10%	0.2%	16%
CCC(=O)N1CCc2cc(OC)c(OC)cc2C1COc1ccc(C(=O)OC)cc1 (configuration not stated)	-1.1%	7%	-6%	-4%	-0.1%	1.1	60	-6%	4.1%	10%
O=C(O)C1=C[C@H](c2coc3ccccc3c2=O)C[C@H](OCCCCO)O1	2.7%	4%	-6%	-4%	0.2%	0.6	59	-1%	0.4%	-23%
COc1ccc(CCNS(=O)(=O)c2ccc(Cl)s2)cc1OC	-1.1%	10%	-1%	-2%	-0.1%	-1.4	58	1%	0.0%	6%
O=C1Nc2ccccc2S/C1=C/NCc1ccccc1Cl	-1.2%	-3%	-16%	-5%	-0.3%	0.8	86	-1%	-0.2%	-4%
O=C(COC(=O)Cc1ccc(S(=O)(=O)N2CCOCC2)s1)NCc1ccc(Cl)cc1	4.5%	-3%	-5%	5%	0.0%	5.9	106	8%	2.3%	8%	NS5 inhibitors pilot replicate=-6.7
COc1ccc(Nc2nc(C)cc(C)c2C(N)=O)c(OC)c1	2.4%	-1%	-6%	5%	0.0%	-1.3	52	-19%	1.1%	18%
Cc1ccc(S(=O)(=O)N(C)c2ccc(NS(C)(=O)=O)cc2)cc1	1.5%	3%	1%	8%	-0.4%	-0.9	56	-3%	1.4%	26%
O=C(COC(=O)c1nc(Cl)ccc1Cl)c1ccc(Cl)s1	1.8%	4%	-3%	62%	-0.1%	-0.9	79	5%	0.1%	-5%
O=C(CC1c2ccccc2Oc2ccccc21)Nc1ccccc1F	2.6%	4%	-5%	5%	0.2%	2.2	74	12%	1.4%[50 µM]	-3%
Cc1cc(C(=O)COC(=O)CC2Sc3ccccc3NC2=O)c(C)n1-c1ccc(Br)cc1 (configuration not stated)	-0.7%	-6%	-12%	11%	0.3%	2.3	59	7%	5.0%	9%
N#Cc1c(Nc2ccccc2)c(C=O)c[nH]c1=O	-1.4%	-2%	9%	7%	-0.1%	0.1	84	-4%	0.2%	7%
N#C/C(=C\c1c(Cl)cccc1Cl)c1nc2ccccc2o1	4.3%	11%	-8%	4%	-0.2%	27	71	10%	-0.2%	9%
CC(=O)N1CCOc2ccc(S(=O)(=O)N(C)c3ccc(C)cc3)cc21	0.7%	-4%	-8%	-8%	0.4%	-0.7	64	8%	-7.5%	2%
COCCN(C(=O)CCC(=O)Nc1ccccn1)C(C(=O)NCCC(C)C)c1ccc(OC)cc1 (configuration not stated)	-0.6%	1%	5%	2%	0.2%	0.0	56	-9%	-0.3%	10%
CCOC(=O)C1CCN(C(=O)CCNC(=O)Cn2cnc3ccccc3c2=O)CC1	-0.6%	4%	-7%	2%	0.2%	-0.7	48	9%	0.0%	14%
OC(C#CCN1CCCC1)c1ccccc1 (configuration not stated)	-2.1%	-3%	-3%	3%	0.1%	-0.3	43	3%	-1.9%	18%
CCc1nnc(NC(=O)CSc2nc3ccc(OC)cc3[nH]2)s1	-1.3%	3%	1%	12%	-0.1%	1.6	67	2%	0.1%	-22%
The results go on.
SMILES	HIV peptide binding	SIAH1 antagonists	NS5 inhibitors	GPR55 LPI antagonism	GPR55 beta-arrestin	NTR1 agonist	NTR1 agonist cell count 20 µM	AID2073	UTI89 phage lysis	GPR35 antagonists	others
O=C(c1cccs1)N1CCCc2ccccc21	-1.0%	-2%	2%	-14%	0.3%	-0.8	69	0%	0.1%	9%
Cc1nc(Oc2ccc(Cl)cc2)c2oc3ccccc3c2n1	0.9%	0%	-5%	17%	0.2%	7.4	83	-2%	0.4%	1%
O=C(O)CCC(=O)Nc1ccc(-c2nnc(-c3ccco3)o2)cc1	0.7%	4%	-3%	-3%	-0.1%	-1.4	100	13%	-1.7%	10%
COc1ccc(S(=O)(=O)N(Cc2ccccc2)c2ccccc2C(=O)Nc2ccccc2C(=O)NCc2ccco2)cc1	3.7%	7%	-1%	10%	0.2%	2.8	46	13%	0.6%	0%
C/C(=N\NC(=O)c1nc(C)cc(C)n1)c1ccccc1	-0.2%	1%	-5%	11%	0.0%	-3.6	52	0%	?	2%
COCCCn1cc(C(=O)c2cc(Br)ccc2O)cc(C#N)c1=O	-2.6%	-9%	3%	-4%	-0.3%	-1.3	84	4%	0.2%	14%
OCCC1CN(Cc2nc(-c3ccccc3)cs2)CCN1C1CCCC1 (configuration not stated)	-1.4%	-2%	4%	12%	-0.1%	0.0	68	-6%	0.0%	-3%
